aDG glyco up – alpha-DG glycosylation activation. Pro5-aDG cells, alpha-DG glycosylation AlphaScreen (IIH6); 0% Pro5, 100% B10-LARGE cell signal. activation, % at 10 µM. actives 0.22% (n = 360,000). AID 624168;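 active means activation of at least 8% versus controls, or a plate z-score of at least 8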;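 further: Pro5 are CHO cells carrying HIG-tagged alpha-DG that lacks glycosylation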
HIF-2a block – inhibitors of HIF-2a. 786-0 RCC cells HIF-2a reporter, luciferase luminescence, overnight. inhibition, % at 18.8 µM. actives 0.72% (n = 360,000). AID 624352;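 active means inhibition of the luminescence signal of 40% or more relative to plate controls, in a single-dose primary screen at 18.75 µM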
Peg3 promoter – Peg3 promoter activity inhibition. HeLa PEG-Prom luciferase reporter, luminescence, overnight. inhibition, % at 20 µM. actives 1.7% (n = 360,000);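 active means inhibition of at least 50% at 20 µM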
TRPM1 prom inh – MITF TRPM1 promoter inhibition in SK-MEL-5 cells. SK-MEL-5 TRPM1 promoter luciferase, 24 h. inhibition, % at 12.5 µM. actives 0.83% (n = 330,000). AID 488899;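 active means mean inhibition across replicates of 60% or more, whatever share of single replicates reaches that level; inconclusive means some that reach 60%, reason not given; inactive means mean inhibition across replicates below 60%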; further: values of inactives mirror those of a sister screen read the other way
CF NFkB block – blocks PAF-induced NF-kB reporter in cystic fibrosis cells | actives 0.86% (n = 360,000) | KKLEB NF-kB-GFP reporter, GFP fluorescence overnight | inhibition, % at 5 µM | AID 588850;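 active means at least 50% inhibition at 5 µM, scaled per plate between neutral and stimulator controls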;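 further: PAF is a Pseudomonas aeruginosa culture filtrate used as stimulus; plate controls were PAF-stimulated DMSO wells for no effect and unstimulated DMSO wells for full effect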
KKLEB cytotox – CF airway cell cytotoxicity counter-screen. activity change (cytotoxicity), % at 5 µM. KKLEB CF airway cells viability, ATPlite luminescence, overnight; stronger effect = lower value; cells stimulated with P. aeruginosa culture filtrate. actives 0.36% (n = 360,000);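 active means corrected activity change at or below -50% at 5 µM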
TWEAK-Fn14 inh – blocks TWEAK-Fn14 interaction in a reporter cell assay | actives 2% (n = 360,000) | inhibition, % at 10 µM | TWEAK-stimulated Fn14 reporter cells, luciferase luminescence, 8 h; in the data active means inhibition above about 50%
iPSC survival up – enhancers of human iPSC single-cell survival | AID 602274 | actives 0.044% (n = 360,000) | survival enhancement, % at 20 µM | hiPSC single-cell survival, ATPlite luminescence; 100% = ROCK inhibitor wells, 0% = DMSO; in the data active means survival enhancement above about 18%;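 further: cells exposed to compounds for 16 hours before the ATP read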
Shn3 inh set2 – inhibitors of Schnurri-3 3'UTR reporter in osteoblasts. inhibition, % at 12.5 µM. actives 0.52% (n = 360,000). Clone20 osteoblast Shn3 3'UTR firefly luciferase, 24 h. AID 588674;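 active means mean inhibition of at least 75% with every replicate also reaching 75%; inconclusive means mean inhibition at least 75% but some replicate below; inactive means mean inhibition below 75%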;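 further: 0% = median of neutral control wells and 100% = pilot-screen positive control compound; some compounds past the cut are filed as inactive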
NR2E3 ag-1 – human photoreceptor-specific nuclear receptor agonism; inhibition of corepressor binding, % at 3.98 µM; Q9Y5X4; CHO-S Gal4-NCOR/VP16-NR2E3 two-hybrid, luciferase; AID 602229; actives 0.35% (n = 360,000);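 active means inhibition above the mean of all tested compounds plus 3 SD, cut at about 70% in these data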;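 further: 0% = DMSO with NR2E3 transfected cells and 100% = cells lacking NR2E3 construct; higher means lower luciferase signal from less NR2E3 corepressor binding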
Target sequence (Q9Y5X4 whole entry, looked up, the tested form may be a part): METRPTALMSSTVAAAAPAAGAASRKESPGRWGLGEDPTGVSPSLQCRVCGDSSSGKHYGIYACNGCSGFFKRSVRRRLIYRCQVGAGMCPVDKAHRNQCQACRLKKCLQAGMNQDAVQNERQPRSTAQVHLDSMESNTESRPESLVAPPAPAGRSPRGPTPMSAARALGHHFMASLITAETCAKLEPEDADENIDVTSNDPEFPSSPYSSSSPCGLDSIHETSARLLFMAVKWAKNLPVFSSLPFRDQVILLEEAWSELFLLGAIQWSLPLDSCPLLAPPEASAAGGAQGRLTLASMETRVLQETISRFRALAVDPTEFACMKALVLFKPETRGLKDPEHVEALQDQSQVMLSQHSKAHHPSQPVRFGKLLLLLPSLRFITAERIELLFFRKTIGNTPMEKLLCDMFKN
NR2E3 ag-2 – NR2E3 (human) agonism. Q9Y5X4. actives 0.12% (n = 320,000). GST-NR2E3/biotin-RetCOR TR-FRET, 1536-well. AID 2300. inhibition of corepressor binding, % at 4.78 µM;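 active means percent inhibition above the cutoff of mean plus 3 SD of all tested compounds, set per screening campaign, cut at about 20% in these data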;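 further: 0% = DMSO wells and 100% = biotin wells as full block of FRET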
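Material: NR2E3–RetCOR corepressor complex / Amount: 1.35 nM GST-NR2E3 / Medium: Tris pH 7.5 / Compound: single nominal compound dose of 4.8 µM / Incubation: 5 h at 4 °C / Technique: TR-FRET, Eu(K)-anti-GST donor, streptavidin-D2 acceptor, ex 340, em 617/671 nm / Read-out basis: percent loss of FRET ratio relative to control wells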
An asterisk follows results filed as active; ? = inconclusive; . = not tested or not shown. Not a hit list; about 4.4% have a hit in one of these screens.

SMILES	aDG glyco up	HIF-2a block	Peg3 promoter	TRPM1 prom inh	CF NFkB block	KKLEB cytotox	TWEAK-Fn14 inh	iPSC survival up	Shn3 inh set2	NR2E3 ag-1	NR2E3 ag-2
CCn1cc(C(=O)N2CC(C)CC(C)C2)c(=O)c2cc(S(=O)(=O)N3CCCC3)ccc21 (stereo not drawn)	-0.3	6	-1	3	2	-1	24	0.6	-13	-29	-2
COCCNc1nc(-n2nc(C)cc2C)nc2sc3c(c12)CCCC3	1.8	-222	-87	5	10	-9	-47	-0.9	-6	91*	4
CCOC(=O)C1(NC(=O)CN2C(=O)c3ccccc3C2=O)CCCC1	-0.2	7	-2	9	0	4	-21	-0.5	26	3	.
Cn1c(C(=O)N2CCCC(Nc3ccc(F)cc3)C2)cc2ccccc21 (stereo not drawn)	-0.4	7	25	8	-7	2	6	-0.4	-5	22	-3
Clc1cc(Br)ccc1OCCCNCc1ccccc1	1.7	-76	56*	-5	21	-16	-21	-0.1	15	-5	-3
COc1cc(C(=O)Nc2ccc(N3CCOCC3)cc2)ccc1OCc1c(C)noc1C	0.0	-15	-2	-16	-12	-4	-26	-0.3	14	-6	-1
Clc1cc(Br)ccc1OCCOCCOc1cccc2cccnc12	0.0	11	-11	-11	-10	18	-20	0.9	-6	-85	0
O=C(OC1Cn2c(=O)ccc(=O)n2C1)c1ccc([N+](=O)[O-])cc1	-0.1	6	4	-9	6	12	6	4.6	-1	-6	0
COc1ccc(C(=O)N2CCC(C(=O)NC3CC3)CC2)cc1	0.0	-3	-7	-4	-5	9	3	-0.3	-1	-29	-1
N#C/C(=C/c1cn[nH]c1-c1cccc(Br)c1)C(=O)O	-0.1	4	-6	-4	-5	-9	-1	0.0	16	-23	1
COc1ccccc1N1CCN(S(=O)(=O)c2ccccc2)CC1	-0.1	-9	20	-3	-4	-6	3	0.2	-5	3	-1
O=C(CCNC(=O)Cn1ccc2ccccc2c1=O)NCCc1ccccc1Cl	-0.1	14	-2	17	14	-7	12	0.8	7	14	0
Cc1ccc2cc(CN(CCN(C)C)C(=S)Nc3ccccc3)c(=O)[nH]c2c1C	0.0	13	15	3	-4	-6	-11	-0.6	20	-2	1
CN(C)S(=O)(=O)c1ccc(C(=O)OCCn2cnc3c2c(=O)n(C)c(=O)n3C)cc1	-1.0	18	5	11	-11	-14	21	4.2	13	-40	1
O=C(COc1cccc(C(F)(F)F)c1)NNC(=O)Cn1c(=O)cnc2ccccc21	0.3	9	-14	0	-15	-10	12	-0.5	6	-6	2
CCOC(=O)N1CCC(N2CC34C=CC(O3)C(C(=O)Nc3ccc(F)cc3)C4C2=O)CC1 (stereo not drawn)	-0.1	9	13	15	7	13	-1	0.6	7	-12	6
CC12CCC(C(=O)NCCCN3CCOCC3)(OC1=O)C2(C)C (stereo not drawn)	0.0	2	4	8	-2	7	5	-2.5	-2	-16	2
COc1ccc(/C=C2\SC(=S)N(CC(=O)N(C)C3CCS(=O)(=O)C3)C2=O)cc1 (stereo not drawn)	-0.1	-20	-50	-6	-10	-4	-31	-0.3	-26	-5	-5
CC(C)c1ccc(NS(=O)(=O)c2ccc3c(c2)NC(=O)CO3)cc1	5.9	17	15	10	19	-8	16	-0.7	14	28	-1
CC(C)(C)SCCNS(=O)(=O)c1ccc(Cl)cc1	-0.2	5	12	-3	-12	-5	4	0.1	27	-20	2
CCN(CC)c1ccc(/C=N/N2CCN(Cc3ccccc3)CC2)c(O)c1	-0.5	6	-1	-2	-13	-2	-1	-1.6	-8	-12	-2
COc1ccccc1C1NC(=O)CS1 (stereo not drawn)	0.3	26	-1	5	1	15	-7	-0.4	-4	-14	1
COc1cc2c(cc1OC)C(C)N(C(=O)CCN1C(=O)C3C4C=CC(C4)C3C1=O)CC2 (stereo not drawn)	-0.2	4	13	-14	4	-5	-23	-0.8	11	32	0
CCN(CC)c1c([N+](=O)[O-])ncn1C	-0.4	0	4	3	9	3	1	-2.6	-5	-1	4
COc1ccc(-c2nc3cc([N+](=O)[O-])ccc3o2)cc1	-0.2	-246	-226	-37	-19	18	17	-0.3	-35	-119	2
O=C(Nc1nnc(C2CC2)s1)C1CCCO1 (stereo not drawn)	-0.1	-28	-24	-27	5	2	-3	-0.1	-32	-1	4
CC(=O)N1CCN(C(=O)c2cc(S(=O)(=O)N3CCN(c4ccccc4)CC3)ccc2Cl)CC1	0.1	7	5	0	1	8	5	0.1	5	5	.
Cc1ncc([N+](=O)[O-])n1CCOC(=O)c1ccc(Cl)cc1Cl	0.4	17	7	-17	1	-2	4	0.0	2	6	4
CC(C)Cc1cc(C(=O)Nc2ccc3c(c2)OCO3)no1	0.1	-226	-354	-52	12	-6	-1	1.7	-94	-25	2
COc1cc(C(C)=O)ccc1Oc1ncccn1	0.0	2	10	-6	2	5	2	0.4	-17	-33	0
O=C(CSc1nc2ccccc2c(=O)n1CCCN1CCOCC1)c1c[nH]c2ccccc12	-0.2	-11	9	-15	-10	-3	8	-2.5	0	23	2
Cc1ccccc1NS(=O)(=O)c1ccc(C(=O)N2CCCCCCC2)cc1	0.3	20	5	8	7	-1	8	0.0	13	11	-2
CNc1cnc(-c2ccc(O)c(OC)c2)cn1	0.3	-11	-47	.	-8	4	0	-1.1	-21	-46	.
COc1ccc(-c2cccc(C3CC=CC4C3C(=O)N(Cc3ccccc3)C4c3ccc(OC)c(Cl)c3)c2)cc1 (stereo not drawn)	-0.3	27	29	-9	31	-25	-10	-1.5	12	-53	5
O=[N+]([O-])c1cnccc1Nc1cccc(F)c1	-0.1	-3	-10	-6	-8	-7	-12	0.6	-1	-27	1
O=C(NC1CCS(=O)(=O)C1)Oc1ccccc1 (stereo not drawn)	0.4	15	8	12	-2	7	0	-0.5	12	2	0
Cc1cc(C)c(OCC(=O)Nc2ccccc2N2CCCCC2)c(C)c1	0.3	19	20	-2	20	-2	6	1.1	29	18	4
Cc1ccc(NC(=O)CCC(=O)n2nc(C)cc2C)c(C)c1	-0.1	5	9	-5	-4	7	-26	0.3	-3	-17	5
COC(=O)c1ccc(C(=O)Nc2ccc(N)cc2N)cc1	-0.3	10	-10	8	-5	3	-20	-0.6	8	2	1
N#CC1=C(N)N(c2ccccc2)C2=C(C(=O)CCC2)C1c1cccs1 (stereo not drawn)	0.0	-23	5	-3	3	3	9	2.3	-6	-33	-1
Cc1ncc(CO)c2cc(S(=O)(=O)c3ccc(F)cc3)c(=O)oc12	-0.1	9	-1	-1	15	-21	7	0.3	-19	-52	1
COc1ccccc1/C=C/C=N/n1c(C2CCCCC2)n[nH]c1=S	-0.1	-166	-156	1	1	11	34	0.7	-42	-53	-1
Cc1ccc(F)c(Cn2cnc3c(cnn3C(C)(C)C)c2=O)c1Cl	0.8	-20	-4	.	-1	-41	34	-2.9	27	22	-1
COC(=O)c1ccc2c(c1)S(=O)(=O)NC(=NCCCN1CCOCC1)S2	-0.3	7	11	2	5	-1	2	6.3	21	-31	4
COC(=O)c1ccccc1NS(=O)(=O)c1ccc2[nH]c(=O)[nH]c2c1	0.1	23	31	4	-14	3	-1	0.6	-20	2	1
O=C(NCC(c1cccs1)N1CCOCC1)c1ccc([N+](=O)[O-])cc1 (stereo not drawn)	-0.1	2	-6	-8	26	-8	-11	2.2	-3	-13	-2
Cc1ccc(CNC(=O)CCNS(=O)(=O)c2ccc(Br)s2)cc1	0.1	14	4	-5	30	-6	-1	-2.0	-3	0	0
Cc1ccc(C(=O)N/N=C/c2cccnc2)cc1Cl	-0.4	-70	-40	.	-30	3	0	1.7	-13	-5	.

Next part, overlapping the part above by 2 compounds.
SMILES	aDG glyco up	HIF-2a block	Peg3 promoter	TRPM1 prom inh	CF NFkB block	KKLEB cytotox	TWEAK-Fn14 inh	iPSC survival up	Shn3 inh set2	NR2E3 ag-1	NR2E3 ag-2
Cc1ccc(CNC(=O)CCNS(=O)(=O)c2ccc(Br)s2)cc1	0.1	14	4	-5	30	-6	-1	-2.0	-3	0	0
Cc1ccc(C(=O)N/N=C/c2cccnc2)cc1Cl	-0.4	-70	-40	.	-30	3	0	1.7	-13	-5	.
O=C1CN(C(=O)NCC(=O)N[C@H](Cc2ccccc2)C(=O)O)c2ccccc2N1	0.0	4	-5	4	6	8	-10	2.1	7	-16	4
COc1cc2c(cc1OC)C(c1cccs1)N(C(=S)NC(C)C)CC2 (stereo not drawn)	1.4	19	11	0	13	-3	10	3.4	17	-11	0
O=C(C1CCCN(S(=O)(=O)c2cc(Cl)ccc2Cl)C1)N1CCOCC1 (stereo not drawn)	-0.2	15	-3	7	15	-9	0	0.1	-7	-9	2
CCOC(=O)c1c(NC(=O)Cn2nc(C(=O)O)c3ccccc3c2=O)sc2c1CCC(C)C2 (stereo not drawn)	-0.1	-6	-33	0	36	-22	-53	-0.6	15	-14	2
CC1(CCc2ccc(O)cc2)NC(=O)NC1=O (stereo not drawn)	0.0	8	-4	8	2	-6	-6	2.3	7	-3	1
CC(C)C(=O)Nc1ccccc1N1CCN(C(=O)c2ccccc2)CC1	0.1	19	11	3	6	-1	-5	-2.4	-5	-14	1
COc1cc(C(=O)COC(=O)c2cc([N+](=O)[O-])ccc2N2CCOCC2)ccc1OC(F)F	0.1	5	-1	10	10	-17	-30	0.0	5	-14	-2
CCOc1ccc(/C=C(\C#N)C(=O)Nc2cccnc2)cc1	-0.1	-9	-6	14	29	-35	-2	-0.4	-6	-5	-1
CCOC(=O)C1CCN(C(=S)Nc2ccc(S(N)(=O)=O)cc2)CC1	0.3	21	20	6	-9	3	-9	1.2	3	0	-1
Cc1ccc(C)c(OCC(=O)N/N=C/c2ccsc2)c1	-0.1	-19	6	-5	2	0	10	-1.0	-2	-52	3
CC(=O)N1CCN(CC(C)(C)NS(=O)(=O)c2ccccc2)CC1	0.0	2	7	3	29	-8	-5	-0.2	0	-3	.
CCS(=O)(=O)c1ccc2oc(SCC(=O)N3CCCCC3)nc2c1	-0.1	2	8	8	20	-18	1	-0.5	?	-5	-1
COc1ccc(NC(=O)c2cccs2)cc1OC	0.4	-80	-42	-30	2	8	1	1.6	-39	-15	-1
Cc1ccc(CN2CCNC(=O)C2CC(=O)N(C)C(C2CC2)C2CC2)o1 (stereo not drawn)	0.0	14	3	6	-10	-6	-10	0.9	1	-2	-1
COc1ccc(S(=O)(=O)NC2CCCC2)cc1Cl	0.0	13	1	9	0	2	5	-0.3	-6	-26	-1
Cc1ccc(C)c(OCCCNC2CCCC2)c1C	0.1	16	20	-5	-14	-2	-29	-1.5	2	31	3

Assay outcomes from PubChem.
